DSG3 Ab inh = blocks pemphigus antibody binding to human desmoglein-3; DSG3-coupled beads, scFv-anti-DSG3-GFP binding, flow cytometry; stronger effect = lower value; P32926; binding (percent of control), % at 10 µM; 310,000 tested, 0.48% active; AID 588358;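 active = binding more than 3 SD below its plate's average and above zero; inconclusive = below that plate limit but binding exactly zero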;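 note: hits lower antibody fragment binding to DSG3; some compounds called inactive have numbers as strong as hits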
Target sequence (P32926 whole entry, looked up, the tested form may be a part): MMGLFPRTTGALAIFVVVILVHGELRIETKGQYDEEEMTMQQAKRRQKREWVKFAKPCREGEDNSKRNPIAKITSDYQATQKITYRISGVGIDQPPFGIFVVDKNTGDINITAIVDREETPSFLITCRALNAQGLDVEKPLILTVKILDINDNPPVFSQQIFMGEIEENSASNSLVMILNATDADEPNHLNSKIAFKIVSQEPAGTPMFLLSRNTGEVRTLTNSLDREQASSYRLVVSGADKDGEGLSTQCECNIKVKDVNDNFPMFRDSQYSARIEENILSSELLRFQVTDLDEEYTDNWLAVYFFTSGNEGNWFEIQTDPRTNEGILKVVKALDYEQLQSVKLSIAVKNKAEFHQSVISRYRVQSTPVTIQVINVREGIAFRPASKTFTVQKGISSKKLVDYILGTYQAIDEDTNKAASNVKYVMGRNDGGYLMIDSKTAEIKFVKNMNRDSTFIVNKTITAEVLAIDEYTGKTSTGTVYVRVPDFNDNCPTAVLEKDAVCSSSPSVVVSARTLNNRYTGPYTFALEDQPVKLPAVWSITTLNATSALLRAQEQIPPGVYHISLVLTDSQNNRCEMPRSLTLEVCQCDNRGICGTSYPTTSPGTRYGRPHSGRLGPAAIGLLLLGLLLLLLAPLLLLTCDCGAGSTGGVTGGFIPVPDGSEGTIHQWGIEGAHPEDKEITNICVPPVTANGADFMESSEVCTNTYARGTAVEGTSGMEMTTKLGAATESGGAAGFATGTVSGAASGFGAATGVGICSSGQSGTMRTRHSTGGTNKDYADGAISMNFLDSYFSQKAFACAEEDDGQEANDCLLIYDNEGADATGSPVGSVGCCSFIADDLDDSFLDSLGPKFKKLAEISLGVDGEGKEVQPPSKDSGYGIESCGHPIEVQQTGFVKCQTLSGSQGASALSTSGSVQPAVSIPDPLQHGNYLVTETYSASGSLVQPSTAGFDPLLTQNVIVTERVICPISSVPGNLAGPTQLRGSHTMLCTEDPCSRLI
Arrestin-AP2 inh = human beta-arrestin and AP2 interaction inhibition; inhibition, % at 10 µM; FITC-arrestin peptide / GST-AP2 beads, flow cytometry; AP2 beta2 appendage carries R879A mutation; 340,000 tested, 0.31% active; AID 504490;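 active = inhibition above a set limit, near 3 SD of compounds lacking own fluorescence, cut at about 54% in these data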;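 note: plate controls were DMSO wells for no effect and 5 µM unlabelled arrestin peptide for full effect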
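System: GST-AP2 R879A glutathione beads | Also added: FITC-arrestin peptide, 50 nM | Times: 12 min plus 1 h, RT | Signal: Bead flow cytometry, FITC channel | Buffer or medium: PBS with 0.05% Tween 20 and 0.1% BSA | Read-out basis: Percent drop in bead-associated FITC signal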
LANA DNA inh = inhibitors of KSHV LANA C-terminal domain DNA binding | MBP-C-LANA/FAM-LBS DNA binding, fluorescence polarization | inhibition, % at 9 µM | 340,000 tested, 0.078% active;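 active = highest replicate inhibition at or above 60% at 9 µM, even if other replicates fall short; inactive = all replicates below 60% inhibition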;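 note: 0% = neutral control wells and 100% = 4 µM acridine orange control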
RTF Ca sens inh = cardiac RTF calcium desensitization; 340,000 tested, 0.12% active; IANBD-labeled cardiac RTF, Ca2+ fluorescence; inhibition, % at 7.15 µM;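 active = inhibition above the mean inhibition of all tested compounds plus 3 SD, cut at about 17% in these data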;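 note: assay run at fixed EC70 calcium of 1.6 mM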
MOR-DOR inv ag = mu-delta opioid heterodimer inverse agonism | P35372+P41143 | cell-based MOR-DOR heterodimer luminescence | inhibition, % at 9.3 µM | 340,000 tested, 0.21% active | AID 504357; in the data active = inhibition above about 22%, passing the limit was not always enough;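 note: 0% = cells with DMSO and 100% = wells without cells with DMSO; values of inactives mirror those of a sister screen read the other way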
V-ATPase pH = regulators of yeast V-ATPase proton transport; 350,000 tested, 0.37% active; S. cerevisiae, pHLuorin cytosolic pH fluorescence; AID 504577; response, % at 10 µM; in the data active = response mostly above about 7.3%, no sharp cut-off; inactive = mostly below about 5.4%; note: actives read high; inactives centre near 0; some compounds called inactive have numbers as strong as hits; reference of the scale not given here
Wnt bcat act = activators of Wnt/beta-catenin signaling | Wnt/beta-catenin reporter cell assay, activator, plate reader | activation, % at 9.35 µM | 300,000 tested, 1.2% active | AID 743398; in the data active = activation above about 30%, passing the limit was not always enough; inconclusive = no clear call, values can overlap the other calls;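 note: 0% = neutral control wells and 100% = positive control wells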
Keap1 Nrf2 FP = inhibitors of human Keap1-Nrf2 protein-protein interaction; Keap1 Kelch-Nrf2 peptide fluorescence polarization, 1536-well; inhibition, % at 9.4 µM; 340,000 tested, 0.15% active; AID 504523; in the data active = inhibition above about 12%; inconclusive = no clear call, values can overlap the other calls; inactive = below about 7.3%;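 note: human Keap1 Kelch domain with fluorescein labeled Nrf2 9mer peptide probe; 0% = neutral control wells and 100% = peptide positive control; higher means more block of Keap1 binding to Nrf2 peptide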
cardiac RTF act = cardiac RTF calcium sensitization. AID 493008. 340,000 tested, 0.24% active. IANBD-labeled TnC RTF fluorescence at EC20 calcium; 0% EC20 calcium, 100% full calcium. activation, % at 7.2 µM. P19429+P45379;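 active = activation above the mean over all tested compounds plus 3 SD, cut at about 30% in these data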;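 note: rise in fluorescence read as greater calcium sensitivity of cardiac thin filaments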
MOR-DOR ag = agonists of human mu-delta opioid receptor heterodimerization | activation, % at 9.3 µM | 340,000 tested, 0.3% active | cells, OPRM1-OPRD1 heterodimerization, luminescence; in the data active = activation above about 18%;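 note: 0% = vehicle-treated cells and 100% = reference agonist; values of inactives mirror those of a sister screen read the other way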
Numbers without * were called inactive; u = inconclusive; x = no result given.

SMILES	DSG3 Ab inh	Arrestin-AP2 inh	LANA DNA inh	RTF Ca sens inh	MOR-DOR inv ag	V-ATPase pH	Wnt bcat act	Keap1 Nrf2 FP	cardiac RTF act	MOR-DOR ag
CN(C)CCNC(=O)C1CCCNC1=O (stereo not drawn)	101	6	1.7	-1	5	4	x	-3	-3	-1.0
COc1ccc(-c2cc(C)no2)cc1S(=O)(=O)NCCc1ccco1	x	27	0.2	-3	15	-4	1	-1	-4	-2.9
O=c1c2cc(F)ccc2[nH]c(=S)n1Cc1ccc(F)cc1	104	34	-2.3	-21	-24	-4	-2	3	-5	5.4
COc1ccc(-c2[nH]nc3c2C(c2ccoc2)C(C#N)=C(N)O3)cc1 (stereo not drawn)	103	15	3.3	-32	-6	3	x	-4	2	1.1
COc1ccc(C(=O)Nc2cc(C(=O)O)cc(C(=O)O)c2)cc1Cl	107	0	-0.4	-13	11	0	1	-5	4	-2.2
C=CCn1cnc2c(nnn2-c2ccc(C)c(Cl)c2)c1=O	114	45	0.9	10	8	0	-2	-2	-1	-1.6
COc1ccccc1-c1cc(C(F)(F)F)nc(NCc2cccs2)n1	93	13	-1.8	-17	-13	-1	-2	0	0	2.1
Cc1cccc(NC(=O)NCC2CCN(c3ccc(S(=O)(=O)N4CCOCC4)cc3)CC2)c1	105	9	2.0	-9	3	-7	-1	3	2	-0.6
O=C1NCCCN1Cc1ccc(Cl)cc1	113	33	-0.3	2	11	2	2	-5	1	-2.4
CN(C)c1ccc(C(=O)NCCCSc2ccccc2)cc1	108	7	-2.0	0	21	3	2	4	-3	-4.1
COC(=O)CCn1nnc(-c2ccc(C)cc2)n1	98	-2	0.2	-9	10	0	x	1	1	-2.0
COc1ccc(/C=N\Nc2ccc([N+](=O)[O-])cc2[N+](=O)[O-])c(C(=O)O)c1OC	95	7	0.6	-3	-9	-1	0	-5	-3	1.7
COc1ccc(CCN2C(=O)C3C4CC(C5C(C(=O)O)=NOC45)C3C2=O)cc1OC (stereo not drawn)	103	16	1.6	-16	8	0	-5	-3	1	-1.4
CCCCC(=O)OCCNC(=O)c1cc2ccccc2oc1=O	x	-1	0.9	0	7	0	-1	-8	0	-1.8
CCc1ccc(CN(C)CC(=O)Nc2ccc3c(c2)CCC3)cc1	110	2	0.2	-10	-35	-1	u	0	-1	4.8
COc1ccc(-c2n(Cc3ccccc3)c3ccccc3[n+]2Cc2ccccc2)cc1	86	x	0.0	-15	-8	2	-22	3	0	1.6
O=C(CCSCc1ccccc1)Nc1ccc2c(c1)OCCO2	101	12	-0.4	-4	6	-2	14	-1	-2	-1.2
Cc1nccn1CC(=O)N/N=C/c1ccccc1O	103	16	0.2	-7	7	1	-2	-3	5	-1.4
CCCc1nnc2c(N(C)S(=O)(=O)c3ccccc3)nc3ccccc3n12	81	4	1.1	-4	-3	2	x	-4	6	0.6
O=C1C[C@H](c2ccc(O)cc2)Oc2cc(O[C@@H]3O[C@H](CO)[C@@H](O)[C@H](O)[C@H]3O)cc(O[C@@H]3O[C@H](CO)[C@@H](O)[C@H](O)[C@H]3O)c21	104	24	2.9	0	15	-1	1	-1	-7	-2.7
Cc1ccc(S(=O)(=O)c2cc3c(=O)n4ccccc4nc3n(CCCN3CCOCC3)c2=N)cc1C	116	-3	0.2	-7	-4	-9	-3	-5	1	0.8
O=C(Nc1cccc(Cl)c1)OC1CCCCc2cccnc21 (stereo not drawn)	109	8	-1.1	-5	11	4	-3	1	-5	-2.1
CCCCCn1c(SCC(=O)CC(=O)OCC)nc2cc(C(=O)N3CCC(C(N)=O)CC3)ccc2c1=O	104	11	0.8	4	12	-4	7	-1	3	-2.3
CC1CCCC(NC(=O)COC(=O)c2cccc(S(=O)(=O)N3CCCCC3)c2)C1C (stereo not drawn)	79	-17	0.3	-8	6	-4	5	8	-6	-1.5
CCCN1CCC(=NNc2ccc(S(=O)(=O)N3CCOCC3)cc2[N+](=O)[O-])CC1	132	0	0.4	4	-6	0	-9	-9	-10	1.0
Cc1cc(C)n(-c2nc(SCCN3CCOCC3)c3c4c(sc3n2)CCCC4)n1	96	-6	-0.2	0	7	2	-2	-5	1	-1.5
Cn1cccc1C1C(C#N)=C(N)OC2=C1C(=O)CCC2 (stereo not drawn)	105	-6	x	x	x	0	1	x	x	x
Cn1nc(C(=O)N2CCN(S(=O)(=O)c3ccc(Cl)cc3)CC2)c2ccccc2c1=O	101	0	-0.1	-3	6	-1	-5	0	0	-1.2
CC(C)CC(/C(O)=C(\C#N)c1nc2ccccc2[nH]1)N1C(=O)c2ccccc2C1=O (stereo not drawn)	x	27	0.2	-10	-141	-2	-1	1	-1	31*
COc1nnc(-c2ccc(N3CCCCC3)c(N)c2)c2ccccc12	x	3	0.9	5	-24	-2	7	2	-6	4.6

Part of the list above, bar-delimited.
compound | DSG3 Ab inh | Arrestin-AP2 inh | LANA DNA inh | RTF Ca sens inh | MOR-DOR inv ag | V-ATPase pH | Wnt bcat act | Keap1 Nrf2 FP | cardiac RTF act | MOR-DOR ag
CCCCCn1c(SCC(=O)CC(=O)OCC)nc2cc(C(=O)N3CCC(C(N)=O)CC3)ccc2c1=O | 104 | 11 | 0.8 | 4 | 12 | -4 | 7 | -1 | 3 | -2.3
COc1nnc(-c2ccc(N3CCCCC3)c(N)c2)c2ccccc12 | x | 3 | 0.9 | 5 | -24 | -2 | 7 | 2 | -6 | 4.6

Next part:
SMILES	DSG3 Ab inh	Arrestin-AP2 inh	LANA DNA inh	RTF Ca sens inh	MOR-DOR inv ag	V-ATPase pH	Wnt bcat act	Keap1 Nrf2 FP	cardiac RTF act	MOR-DOR ag
Cc1ccc(C(=O)N2CCN(c3ccc(Cl)cc3)CC2)cc1	96	22	0.2	-11	4	-5	x	-2	1	-0.6
COC(=O)c1ccc(/C=N/n2cnnc2)cc1	102	0	0.7	-6	-7	0	-1	-2	7	1.1
CN(C)/C=C(/C(=O)c1ccc(Cl)cc1)S(=O)(=O)c1ccc(Cl)cc1	106	36	-1.2	0	17	-4	x	0	-2	-3.5
Cc1ccccc1Oc1ncnc2oc(-c3ccccc3)cc12	101	5	0.6	-3	-17	6	14	-2	1	3.3
CC12CCC(=O)N1C(C(=O)Nc1cccc(S(=O)(=O)N3CCCCC3)c1)CS2 (stereo not drawn)	91	-4	0.5	-6	17	0	-8	-4	0	-3.1
O=C(COC(=O)CCc1ccccc1)Nc1ccc(F)cc1Cl	82	11	-0.4	11	1	-1	-4	-2	3	-0.2
COc1ccc(CCN(Cc2ccccn2)C(=S)Nc2cccc(SC)c2)cc1OC	108	-12	0.7	20*	12	1	-1	2	-4	-2.4
O=C(/C=C/c1ccco1)NCC(=O)N/N=C/c1ccccc1[N+](=O)[O-]	104	14	0.0	-10	-12	1	3	3	-8	1.7
Clc1ccc(-c2csc(N3CCSCC3)n2)cc1	99	1	-0.8	-5	-12	2	9	-1	-1	1.7
CCN(CC)C(=O)c1nn(Cc2ccccc2)c(=O)c2ccccc12	102	26	0.3	-5	1	-3	-1	4	1	-0.1
CCOC(=O)C(C)N(c1ccccc1Cl)S(C)(=O)=O (stereo not drawn)	102	5	1.8	-5	10	0	0	2	-2	-1.7
COc1cccc2c1OCC(CN1CCN(C3CCCCC3)C(CCO)C1)=C2 (stereo not drawn)	115	27	1.2	-8	12	-4	-1	-5	11	-2.4
C[C@@H](C(=O)Nc1ccc2ccccc2c1)[C@H]1C[C@]1(C)[C@H](NC(=O)OCc1ccccc1)c1ccccc1	x	4	0.2	-9	2	-2	4	-3	5	-0.3
O=C1C2C3C=CC(C3)C2C(=O)N1c1n[nH]c(-c2cccnc2)n1 (stereo not drawn)	117	-2	1.3	-6	12	-2	3	-9	-3	-2.1
COc1cccc(-n2cc3c(c2-c2ccccc2)c(=O)n(C)c(=O)n3C)c1	x	-10	-2.3	-6	19	-5	-1	-1	2	-4.6
O=C1CSC(c2cccs2)N1c1ccccc1 (stereo not drawn)	78	23	-0.1	-1	7	1	-6	1	6	-1.3
O=C(CSc1nnc(CNc2ccccc2)o1)c1ccc2c(c1)OCCO2	89	-2	-0.9	8	8	0	4	-1	1	-1.4
COc1cc(OC)c(NC(=O)CC(=O)Nc2cc(Cl)c(OC)cc2OC)cc1Cl	114	7	-1.1	-1	4	3	-1	-3	-1	-0.7
O=C(CCc1nc(-c2ccc(F)cc2)no1)NCc1ccccc1CN1CCOCC1	135	32	2.6	1	6	-1	-1	-5	4	-1.1
N#Cc1cnc(SCC(=O)N2CCCC2)nc1N	102	-7	-1.4	2	22	0	-4	-4	-5	-4.1
CCN1CCSc2ccc(C(=O)NCc3ccccc3C)cc21	69	-1	1.8	-2	9	2	-1	-2	0	-1.5
CC(=O)NCC1CCCN(C(=O)c2oc3c(F)cccc3c2C)C1 (stereo not drawn)	98	-8	0.1	0	9	-1	2	0	-4	-1.8
CC[C@]1(C(=O)OC)[C@H]2C(=O)N(Cc3ccccc3)C(=O)[C@H]2[C@H]2CN=C(SCC3CC3)N21	101	8	-0.9	-1	9	-4	-2	-5	-2	-1.8
CCC(NC(=O)c1ccccc1NC(=O)c1ccc(C)cc1)C(=O)O (stereo not drawn)	105	4	-2.2	-13	2	2	x	3	-2	-0.3
COc1cc(NC(=O)c2ccc(CNc3c(N4CCCC4)c(=O)c3=O)cc2)cc(OC)c1OC	91	-7	-1.9	-8	7	5	-1	-3	4	-1.5
CCOC(=O)C1(Cc2ccccc2C(F)(F)F)CCN(C2CCN(C(C)=O)CC2)CC1	100	2	-1.2	-3	-6	2	-2	-3	4	1.4
COc1cc(-c2nc3ccc4ccccc4c3c3c2CCC3)ccc1O	103	-1	0.4	-2	3	1	-3	-4	-3	-0.5
CC1CCCCN1C(=O)COC(=O)C1CCN(S(=O)(=O)c2ccc(Cl)c(C(F)(F)F)c2)CC1 (stereo not drawn)	106	13	0.7	-8	12	6	1	-5	-12	-2.5
CC(C)CCN1CC(C(=O)N2CCN(c3ccc(F)cc3)CC2)CC1=O (stereo not drawn)	108	12	1.4	-8	16	4	x	1	5	-2.8
O=C(NCCCN1CCN(c2ccc(F)cc2)CC1)NC12CC3CC(CC(C3)C1)C2	117	14	0.0	-11	-12	-1	0	2	0	2.6
COc1ccc(NC(=O)Nc2nnc(Cc3ccccc3)s2)cc1	100	-8	0.5	-8	-21	0	0	-2	-2	3.6
O=C1c2ccccc2C(=O)N1CCN1CCc2ccccc21	x	1	0.2	-9	1	1	x	0	2	-0.2
O=C(Nc1nccs1)c1ccc([N+](=O)[O-])cc1Cl	110	51	-2.5	-2	-16	-3	6	3	4	3.2
COc1cccc(COC(=O)c2cc(=O)[nH]c3ccc(S(=O)(=O)N4CCOCC4)cc23)c1OC	96	24	0.1	1	17	-10	1	0	-5	-3.5
CC(C)(C)C1CCC(=NNc2ncc(C(F)(F)F)cc2Cl)CC1 (stereo not drawn)	99	-8	-0.3	-11	2	1	x	1	-1	-0.5
O=C(CCN1CCCCO1)N1CCCC(Nc2ccc(F)cc2)C1 (stereo not drawn)	101	6	0.0	-1	15	0	1	-1	1	-2.7
Cc1noc(C)c1S(=O)(=O)N(C)C[C@H]1Oc2ccc(NC(=O)C3CCCCC3)cc2C(=O)N([C@H](C)CO)C[C@@H]1C	x	27	1.0	4	15	0	-3	-1	1	-2.6

Bioassay records (PubChem)
